High-throughput results: PubChem BioAssay, several laboratories
NPR1 activator: GC-A stimulated cGMP production enhancers – HEK293 GC-A cells, cGMP TR-FRET, EC30 ANP, primary screen; activation, % at 10 µM; hit rate 0.14% among 370,000; 0% at EC30 ANP, 100% saturating ANP; in the data active = activation above about 40%
mABHD4 FP: ABHD4 inhibitors, primary screen, biochemical, fluorescence polarization, mouse; (Lyso)-N-acylphosphatidylethanolamine lipase (Mus musculus), Q8VD66; purified mABHD4, FP-Rh probe fluorescence polarization; inhibition, % at 8.92 µM; hit rate 0.54% among 370,000;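 active = inhibition exceeding the mean over every tested compound plus 3 SD, cut at about 30% in these data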;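 also: 0% = plate median of compound wells and 100% = S159A mutant with DMSO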
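Material: mouse ABHD4 enzyme, wild type; Benchmarks: S159A mutant high control, sample median low control; Buffer or medium: HEPES pH 7.0, NaCl, Pluronic buffer; Signal: fluorescence polarization; Read-out: percent inhibition of probe binding, normalized to plate controls; Timing: pre-incubation 45 min, probe exposure 60 min, at 25 °C; Dosing: 8.92 µM, single dose.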
UHRF1 binding: UHRF1 methylated DNA binding inhibitors, primary screen, counter-screen for MBD2 inhibitor project, biochemical, TR-FRET, human UHRF1, single concentration; E3 ubiquitin-protein ligase UHRF1 (Homo sapiens), Q96T88; UHRF1 binding to methylated oligo; inhibition, % at 4.4 µM; hit rate 0.75% among 370,000; AID 687016, 2013; in the data active = inhibition above about 21%;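 also: UHRF1 SRA domain binding a hemimethylated CpG hairpin DNA probe; 0% = median of test compound wells and 100% = reference inhibitor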
PRMT1 inh: PRMT1 methyltransferase inhibitors, primary screen, biochemical, fluorescence polarization. Protein arginine N-methyltransferase 1 (Homo sapiens), Q99873. recombinant PRMT1, activity-based probe fluorescence polarization. inhibition, % at 2.79 µM. hit rate 1.3% among 370,000. AID 652257, 2013;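 active = inhibition above about 21% made by adding two undisclosed values, limit read from the data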
Target sequence (Q99873 whole entry, looked up): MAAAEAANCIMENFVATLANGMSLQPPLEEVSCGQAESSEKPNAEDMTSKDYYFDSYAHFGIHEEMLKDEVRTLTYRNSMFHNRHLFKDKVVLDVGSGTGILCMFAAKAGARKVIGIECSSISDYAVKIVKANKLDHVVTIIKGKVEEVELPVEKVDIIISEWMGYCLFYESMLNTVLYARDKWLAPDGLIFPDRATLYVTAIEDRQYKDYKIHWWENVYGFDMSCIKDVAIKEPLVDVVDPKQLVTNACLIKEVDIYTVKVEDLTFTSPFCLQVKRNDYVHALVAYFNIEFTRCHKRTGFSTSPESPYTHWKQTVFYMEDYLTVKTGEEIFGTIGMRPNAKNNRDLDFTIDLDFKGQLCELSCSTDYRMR
rCAG RNA binder: binders of r(CAG) RNA repeats, primary screen, biochemical, fluorescence; r(CAG) RNA repeat, TO-PRO-1 dye displacement fluorescence; inhibition, % at 3 µM; hit rate 1.3% among 370,000;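 active = inhibition above the plate cutoff, the mean of all test compounds on that plate plus 3 SD, cut at about 35% in these data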;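 also: 0% = DMSO alone and 100% = 100 µM mitoxantrone as full dye displacement; higher means more dye released from RNA so lower well fluorescence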
MBD2 inh: inhibitors of MBD2 binding to methylated DNA, primary screen, biochemical, TR-FRET, DNA-binding domain, human; Methyl-CpG-binding domain protein 2 (Homo sapiens), Q9UBB5; MBD2 binding to methylated oligonucleotide; inhibition, % at 4.4 µM; hit rate 0.31% among 370,000; AID 686964, 2013; in the data active = inhibition above about 13%
TCR-CD3 inh: inhibitors of human TCR-CD3 interaction, primary screen, biochemical, fluorescence, TAMRA-labeled TCR probe; T-cell receptor (TCR); hit rate 0.37% among 360,000; inhibition, % at 9.4 µM; in the data active = inhibition above about 19%;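 also: recombinant mutant TCR 2C K166C tagged with TAMRA read by polarization; 0% = receptor in buffer alone and 100% = receptor with positive control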
SIAE primary: human SIAE inhibitors, primary screen, biochemical, fluorescence polarization, FP-Rh probe, 1536-well HTS; Sialate O-acetylesterase (Homo sapiens), Q9HAT2; SIAE FP-Rh probe binding; inhibition, % at 9.66 µM; hit rate 0.69% among 370,000; AID 1053197, 2014;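 active = inhibition above a cutoff: mean of compounds within the control limits plus 3 SD of those, cut at about 17% in these data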;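 also: 0% = plate median of compound wells and 100% = probe without SIAE protein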
Target sequence (Q9HAT2 whole entry, looked up): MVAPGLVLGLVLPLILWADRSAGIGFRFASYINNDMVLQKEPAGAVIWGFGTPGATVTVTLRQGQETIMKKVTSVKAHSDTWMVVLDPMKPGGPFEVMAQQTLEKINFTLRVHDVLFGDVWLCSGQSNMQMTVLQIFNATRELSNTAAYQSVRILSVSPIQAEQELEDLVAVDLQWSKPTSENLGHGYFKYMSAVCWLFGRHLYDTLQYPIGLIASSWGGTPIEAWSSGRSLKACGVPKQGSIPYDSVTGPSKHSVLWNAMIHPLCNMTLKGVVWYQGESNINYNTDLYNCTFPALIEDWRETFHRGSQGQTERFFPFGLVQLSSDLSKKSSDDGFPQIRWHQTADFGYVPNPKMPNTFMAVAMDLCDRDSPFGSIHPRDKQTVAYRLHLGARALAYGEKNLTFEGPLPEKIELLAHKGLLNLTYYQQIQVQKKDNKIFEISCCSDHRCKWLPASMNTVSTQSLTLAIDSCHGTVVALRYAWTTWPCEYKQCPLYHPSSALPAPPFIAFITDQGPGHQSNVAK
GC-B act: human GC-B receptor activators, primary screen, HEK293 GC-B cells, cGMP TR-FRET, EC30 CNP; activation, % at 10 µM; Atrial natriuretic peptide receptor 2 (Homo sapiens), P20594; hit rate 0.11% among 370,000; 0% at EC30 CNP, 100% saturating CNP;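 active = activation at 10 µM reaching about 35% in either raw or pattern-adjusted values, limit read from the data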
HTRA1 inhibitor: HTRA1 serine protease inhibitors, primary screen, biochemical, fluorescence polarization, HTS; recombinant HTRA1, FP-rhodamine activity-based probe; inhibition, % at 5.96 µM; hit rate 0.5% among 340,000; AID 504803, 2011; in the data active = inhibition above about 36%;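 also: 0% = enzyme with DMSO and 100% = wells lacking enzyme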
* hit, by the source's call; . = no result given. These rows are one share of the data; rates above refer to the full screens.

Each structure is followed by: SIAE primary	NPR1 activator	GC-B act	UHRF1 binding	TCR-CD3 inh	HTRA1 inhibitor	rCAG RNA binder	mABHD4 FP	MBD2 inh	PRMT1 inh
- COc1ccccc1NC(=O)c1ccc2c(c1)nnn2C
    -5	1	2	12	4	-12	-3	-1	2	-1
- COc1ccc(C(=O)NCCC2=CCCCC2)cc1OC1CCN(C(C)C)CC1
    6	2	2	-1	6	3	-5	1	1	1
- OCCC1CN(Cc2ccsc2)CCN1C1CCCC1 (stereo not given)
    -1	-1	-2	0	-5	6	-3	0	-4	-1
- S=C(Nc1ccc(Cl)cc1)c1nc2ccccc2s1
    7	1	-2	2	1	-9	8	10	-1	-1
- CN(C)/C=C/C(=O)c1ccc(S(=O)c2ccccc2)cc1 (stereo not given)
    -1	0	7	-1	2	2	6	1	-5	6
- Cc1ccc(S(=O)(=O)N2CCN(c3ccccc3)CC2)cc1C(N)=O
    1	1	-4	3	-2	-2	-1	1	-1	-1
- Cc1ccn2c(-c3n[nH]c(=S)n3C)c(C)nc2c1
    1	3	-8	-1	0	3	-1	-2	6	4
- CC(C)C1C(C#N)=C(N)Oc2n[nH]c(-c3cccs3)c21 (stereo not given)
    -6	0	-2	-4	3	-17	5	-1	-2	2
- O=C(CCCc1nc2ccccc2s1)NC(c1ccccc1)c1ccccc1
    7	-3	-6	-1	-1	-1	3	-3	-5	-1
- CC(=O)c1nc(N2C(=O)CC(Cc3ccc(C)cc3)C2=O)sc1C (stereo not given)
    -3	-7	-1	5	56*	-3	10	-3	8	3
- CC1(c2nnnn2-c2ccc3c(c2)OCCO3)CCC(=O)N1C1CCN(Cc2ccccc2)CC1 (stereo not given)
    6	-1	-1	15	7	.	1	3	0	-2
- Cn1cc(/C=C2\SC(=S)N(N3CCOCC3)C2=O)c2ccccc21
    0	-3	5	1	-6	8	-2	-6	6	11
- CCOc1cc(/C=C2\COc3ccccc3C2=O)cc(Br)c1OCC(=O)N(C)C
    -14	-1	3	-2	3	-2	-2	-6	4	1
- Cc1cccc(-c2nc3ccccc3c(=O)n2NC(=O)c2cccs2)c1
    -6	2	3	0	-10	3	-4	5	6	2
- NS(=O)(=O)c1ccccc1NC(=O)c1c(O)c2ccccc2[nH]c1=O
    -3	-2	2	3	5	-1	-2	0	2	-1
- COc1ccc(N(CC(=O)NCCSCc2ccccc2C)S(=O)(=O)c2ccccc2)cc1
    -5	0	-4	4	-14	-18	0	-3	0	1
- Cc1nc(NC(=O)C23CCC(C)(C(=O)O2)C3(C)C)sc1C (stereo not given)
    -2	3	5	1	-3	-8	-9	2	3	-4
- O=C(c1ccc(C(F)(F)F)cc1)C1CCCN(C(=O)CN2CCCC2=O)C1 (stereo not given)
    -1	2	-2	0	2	6	-7	-5	-4	-3
- COc1cc(OC)c(C(=O)N2CCN(c3ccccn3)CC2)cc1OC
    1	0	3	3	-2	3	0	-3	-4	-1
- COc1ccc(C(C)(C)C)cc1NC(=O)CCN1C(=O)C2CCCCC2C1=O (stereo not given)
    5	1	0	-2	3	-1	-1	-3	-4	-1
- Nc1nc2nccc(-c3ccccn3)n2n1
    -6	-2	-2	0	-6	8	-1	5	-3	3
- Cc1ccc(C(C)C)c(OCC(O)CN2CC(C)OC(C)C2)c1 (stereo not given)
    4	1	-5	-3	3	-7	-11	4	-1	1
- CC(=O)Nc1ccc(N=Cc2c(O)c(C(=O)Nc3ccccc3)cc3ccccc23)cc1
    7	13	2	0	2	.	13	-6	4	6
- O=C(Nc1ccc(Cl)c(Cl)c1)OCCNC(=O)c1ccncc1
    -9	-8	1	6	-3	-7	0	-14	-1	2
- O=C1CSC(c2cccc([N+](=O)[O-])c2)N1c1ccccc1F (stereo not given)
    -1	-1	1	3	-8	11	-3	2	1	8
- CSc1nc(C)cc(OCCNS(=O)(=O)c2cc(C)ccc2C)n1
    0	-2	-16	-2	4	-2	-6	-2	-4	1
- COc1cc2c(cc1OC)CN(C(=O)CCNS(=O)(=O)c1ccccc1F)CC2
    10	0	-4	1	9	1	-3	6	-6	-2
- O=C(NCCCn1ccnc1)c1cc(C(=O)C2CC2)c[nH]1
    2	-1	0	-1	3	0	1	-3	2	-1
- CC(CN1CCOCC1)OC(=O)c1ccc(C(C)(C)C)cc1 (stereo not given)
    6	2	2	0	2	6	-9	4	2	-1
- Cc1ccc(NS(=O)(=O)c2cc(C(=O)Nc3cccnc3)ccc2C)cc1
    4	-4	-4	2	-6	-20	2	-11	0	4
- S=C(Nc1ccc(Br)cc1)Nc1ccc2c(c1)OCCO2
    5	7	-1	-2	2	-5	0	1	1	2
- COc1ccc(N2C(=O)NC(NS(=O)(=O)c3ccc(NC(C)=O)cc3)(C(F)(F)F)C2=O)cc1 (stereo not given)
    -4	0	2	4	0	1	3	-4	2	-2
- CN(CC(=O)N(C)CC(=O)Nc1c(Cl)cccc1Cl)Cc1ccc(Br)s1
    -13	0	-6	1	-1	1	-3	-3	5	1
- Cc1cccc(C(=O)NCCC(=O)N2CCc3ccccc3C2)c1
    0	-2	1	-2	4	-4	1	3	-2	-2
- COC(=O)c1ccc2nc(-c3ccc(OC)c(OC)c3)c(Cc3ccc(OC)cc3C)n2c1
    -4	2	5	21*	-7	.	18	-15	12	9
- O=C(c1cccs1)N1CCN(c2ccc(F)cc2)CC1
    0	1	-5	-4	-1	-1	-2	0	1	-1
- CCOc1ccc(OCC)c(-c2c(=O)n(OCc3ccccc3Br)c3ccccc3[n+]2[O-])c1
    3	-3	-5	1	11	0	1	-3	-3	0
- C[C@H]1[C@@H](OC(=O)NCc2ccco2)CC[C@@]23CCCN2C(=O)CCC[C@@H]13
    8	-1	0	3	.	.	.	-4	-1	6
- O=C(CSc1nc2ccccc2[nH]1)Nc1cc(C(F)(F)F)ccc1N1CCOCC1
    -5	-5	-3	-1	-1	-19	0	-4	2	-1
- Cc1cc(-c2ccccc2)nc(Cl)c1C#N
    3	2	-1	-1	6	-13	1	0	-3	0

At a glance, 2 of the compounds above:
Each structure is followed by: SIAE primary	NPR1 activator	GC-B act	UHRF1 binding	TCR-CD3 inh	HTRA1 inhibitor	rCAG RNA binder	mABHD4 FP	MBD2 inh	PRMT1 inh
- Nc1nc2nccc(-c3ccccn3)n2n1
    -6	-2	-2	0	-6	8	-1	5	-3	3
- Cc1ccc(C(C)C)c(OCC(O)CN2CC(C)OC(C)C2)c1 (stereo not given)
    4	1	-5	-3	3	-7	-11	4	-1	1

The list goes on.
Each structure is followed by: SIAE primary	NPR1 activator	GC-B act	UHRF1 binding	TCR-CD3 inh	HTRA1 inhibitor	rCAG RNA binder	mABHD4 FP	MBD2 inh	PRMT1 inh
- O=C(Nc1nccs1)C1CC(=O)N(Cc2ccco2)C1 (stereo not given)
    -2	-1	-1	0	4	2	-1	1	1	-9
- O=C(C1CCCN(S(=O)(=O)c2ccc(Br)s2)C1)N1CCN(Cc2ccccc2)CC1 (stereo not given)
    1	-7	1	3	.	.	2	-3	-3	-5
- O=C(Nc1nc(-c2ccccn2)cs1)c1ccc(Cl)s1
    -7	3	-1	-2	0	-10	4	1	-5	-8
- CC(=O)NC1C(=O)Nc2c(C)cc(C)cc21 (stereo not given)
    8	-1	7	-5	6	-3	1	5	-4	1
- COC(=O)C1=C(C(=O)OC)[C@@H]2N(C)c3ccc(OC)cc3[C@@]23C[C@@H](C(=O)OC)N(C(=O)COCc2ccccc2)C3=N1
    2	-1	-1	-2	11	.	-2	0	-1	0

Filtered by structure, the entries above containing a CF3 group.
Each structure is followed by: SIAE primary	NPR1 activator	GC-B act	UHRF1 binding	TCR-CD3 inh	HTRA1 inhibitor	rCAG RNA binder	mABHD4 FP	MBD2 inh	PRMT1 inh
- O=C(c1ccc(C(F)(F)F)cc1)C1CCCN(C(=O)CN2CCCC2=O)C1 (stereo not given)
    -1	2	-2	0	2	6	-7	-5	-4	-3
- COc1ccc(N2C(=O)NC(NS(=O)(=O)c3ccc(NC(C)=O)cc3)(C(F)(F)F)C2=O)cc1 (stereo not given)
    -4	0	2	4	0	1	3	-4	2	-2
- O=C(CSc1nc2ccccc2[nH]1)Nc1cc(C(F)(F)F)ccc1N1CCOCC1
    -5	-5	-3	-1	-1	-19	0	-4	2	-1
